Myeloid diff 2 – promotes myeloid progenitor differentiation; ER-HoxA9 myeloid progenitors, lysozyme-GFP differentiation, flow cytometry; calls only at 10 µM; AID 624256; hit rate 1% among 360,000;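 active = normalized GFP-positive differentiation at or above the plate's own cutoff, the solvent-only control mean plus 3 SD; inconclusive = no clear call, values can overlap the other calls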;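 also: cells exposed to compound for four days before flow analysis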
Siah-1 displacement – blockers of Siah-1 interaction with plectin peptide – biochemical, fluorescence polarization, rhodamine-plectin, uHTS, primary screen (AID 1817); Siah-1 / rhodamine-plectin peptide fluorescence polarization; higher % means a stronger effect; hit rate 0.02% among 290,000; one-dose displacement, % at 20 µM; IC50 in µM for titrated hits;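 active = displacement of at least 50% at 20 µM, with a fluorescence ratio check between 0.3 and a set limit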;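 also: plate controls were Siah plus tracer with DMSO for no effect and tracer alone without Siah for full effect; strong numbers were not always called active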
GPR55 antagonists – GPR55 antagonists blocking LPI-driven arrestin recruitment, primary screen, imaging, U2OS, beta-arrestin-GFP, LPI agonist (AID 2013); U2OS GPR55 beta-arrestin-GFP translocation imaging, LPI antagonism; higher % means a stronger effect; inhibition, % at 10 µM; hits with a dose series show IC50 in µM; hit rate 0.13% among 290,000;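 active = spots per cell inhibited over 60%, with over 100 cells counted and total cytoplasm intensity under 500,000; inconclusive = wells with under 100 cells, flagged as likely toxic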;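 also: U2OS cells stably carrying GPR55 and arrestin-GFP stimulated by 5 µM LPI near EC80; imaged beta-arrestin-GFP aggregate spots per cell after agonist stimulation; plate controls were LPI-stimulated DMSO wells for no effect and DMSO wells without LPI for full effect; some results filed as inactive read as strong as hits; confirmed hits need IC50 under 10 µM and bright autofluorescent wells are also inconclusive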
LYP phosphatase – inhibitors of LYP phosphatase, biochemical, fluorescence intensity, uHTS (AID 1779). hit rate 0.054% among 290,000. inhibition, % at 11.5 µM; hits with a dose series show IC50 in µM. recombinant LYP phosphatase, fluorescence intensity; higher % means a stronger effect; in the data active = inhibition above about 50%;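 also: plate controls were vehicle with enzyme for no effect and no enzyme for full effect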
HIV peptide binding – cell-free HIV fusion peptide-binding blockers – biochemical, uHTS, fluorescence dequenching, primary screen (AID 1986). inhibition, % at 20 µM; hits with a dose series show IC50 in µM. cell-free peptide binding, fluorescence dequenching, 30 min; higher % means a stronger effect. hit rate 0.3% among 290,000; in the data active = inhibition mostly above about 52%, no sharp cut-off; inactive = mostly below about 76%; also: some results filed as inactive read as strong as hits
GPR35 arrestin U2OS – inhibition of zaprinast-stimulated GPR35 beta-arrestin translocation – imaging, U2OS, beta-arrestin-GFP, zaprinast agonist, primary screen (AID 2058); U2OS GPR35 beta-arrestin-GFP translocation imaging, zaprinast antagonism; higher % means a stronger effect; inhibition, % at 10 µM; hits with a dose series show IC50 in µM; hit rate 0.052% among 290,000;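 active = inhibition of at least 50% with at least 30 cells and total cytoplasm GFP at most 10,000,000; inconclusive = under 30 cells or total GFP of 10,000,000 plus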
NTR1 ag – agonists of NTR1, primary screen, imaging, U2OS cells, beta-arrestin-GFP, high content (AID 493036); P30989; hit rate 0.17% among 330,000; activation, % at 20 µM; NTR1-U2OS beta-arrestin-GFP spot imaging, agonist mode;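 active = activation at or above 40% of the spot to cytoplasm intensity ratio, with at least 20 cells analyzed; inconclusive = wells under 20 cells, flagged as cytotoxic or low count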;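 also: 0% = DMSO without peptide and 100% = 100 nM NTR1 peptide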
Target sequence (P30989 whole entry, looked up): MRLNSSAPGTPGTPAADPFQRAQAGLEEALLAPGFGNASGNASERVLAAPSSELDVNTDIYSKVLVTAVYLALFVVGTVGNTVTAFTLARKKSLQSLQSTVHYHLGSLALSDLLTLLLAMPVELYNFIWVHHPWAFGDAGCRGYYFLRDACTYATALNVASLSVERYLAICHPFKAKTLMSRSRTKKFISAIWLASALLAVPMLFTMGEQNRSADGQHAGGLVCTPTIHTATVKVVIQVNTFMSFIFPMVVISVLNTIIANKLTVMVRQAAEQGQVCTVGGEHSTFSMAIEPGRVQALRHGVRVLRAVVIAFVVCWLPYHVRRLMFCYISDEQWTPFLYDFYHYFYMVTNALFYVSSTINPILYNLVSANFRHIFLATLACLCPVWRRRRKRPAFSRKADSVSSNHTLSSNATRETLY
PhoP inhibition – inhibitors of PhoP regulon expression, primary screen, Salmonella Typhimurium, GFP reporter (AID 1863). S. Typhimurium PhoP-regulated promoter GFP reporter, 4 h; higher % means a stronger effect. hit rate 0.16% among 300,000. inhibition, % at 50 µM; hits with a dose series show IC50 in µM;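 active = inhibition over 29.93%, a cutoff 3 SD above the screen mean, later confirmed by dose response; inconclusive = inhibition over 29.93% but no dose response follow-up; inactive = inhibition at most 29.93% or unconfirmed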;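 also: 0% = low Mg2+ inducing control and 100% = high Mg2+ repressing control; strong numbers were not always called active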
Rac1 GTP hydrolysis – MgcRacGAP GTPase-activating activity inhibitors, confirmation, biochemical, ADP Hunter fluorescence | MgcRacGAP-stimulated Rac1 GTP hydrolysis, ADP Hunter fluorescence; higher % means a stronger effect; GST-tagged Rac1 F28L mutant substrate | one-dose inhibition, % at 30 µM; IC50 in µM for titrated hits | hit rate 0.6% among 340,000 | AID 624330;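 active = first-screen hits whose inhibition reached a set limit at any dose in the follow-up dose series; inconclusive = inhibition above the set first-screen limit but never retested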;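 also: fluorescence reports GDP produced by GAP-driven GTP hydrolysis; strong numbers were not always called active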
NTR1 ag cell count 20 µM – further read-out of NTR1 ag, marked with its call; cell count; measured here: cell count, cytotoxicity flag
Myeloid diff 2 GFP+ MAC1+ % – second read-out of Myeloid diff 2, no call of its own (marks repeat the call); GFP+ MAC1+ double positive, %; measured here: differentiation confirmed by MAC1 staining
Active calls of the source: *; i = inactive; ? = inconclusive; · = not tested or not shown; & = joins results of further samples.

| compound | Myeloid diff 2 | Myeloid diff 2 GFP+ MAC1+ % | Siah-1 displacement | GPR55 antagonists | LYP phosphatase | HIV peptide binding | GPR35 arrestin U2OS | NTR1 ag | NTR1 ag cell count 20 µM | PhoP inhibition | Rac1 GTP hydrolysis |
| --- | --- | --- | --- | --- | --- | --- | --- | --- | --- | --- | --- |
| CC1=Nn2c(nc(-c3ccccc3)c2-c2ccccc2)NC(=O)C1Br (configuration not stated) | i | 0.8 | -2% | 6% | -6% | 1.5% | 3% | 0.6 | 57 | -10% | 20% |
| COc1cccc(S(=O)(=O)N2CCN(C(=O)c3ccco3)CC2)c1 | i | 0.2 | -5% | -2% | -5% | -1.2% | -11% | 1.4 | 50 | -1% | 4% |
| CCCCCCCC/C=C\CCCCCCCC(=O)NCCc1ccc(O)c(O)c1 | i | 3.5 | · | · | · | · | · | 6.6 | 55 | -1% | 2% |
| CCOC(=O)c1c(NC(=O)C2CC2)sc2c1CC(C)(C)OC2 | i | 0.0 | 1% | 6% | -8% | -0.1% | 8% | 2.1 | 63 | -2% | 13% |
| COc1ccc(NS(=O)(=O)c2cccc(N3CC(O)=C(c4ccccc4)C3=N)c2)cc1 | i | 0.4 | 6% | 0% | -4% | -1.7% | 4% | -2.1 | 99 | 3% | 12% |
| COc1ccc(N(CC(=O)NCc2ccc3c(c2)OCO3)S(=O)(=O)c2ccccc2[N+](=O)[O-])c(OC)c1 | i | 0.5 | 8% | 14% | -2% | -1.2% | 0% | 0.7 | 66 | 12% | 7% |
| O=[N+]([O-])C(=c1ccc2c(c1)N1C3=C(CCCC3)CC3CCCCC31N=2)[N+](=O)[O-] (configuration not stated) | · | · | -4% | 0% | 11% | 18% | -4% | 4.6 | 52 | -6% | · |
| Nn1cc(-c2ccccc2)nc1SCC(=O)Nc1ccc2c(c1)OCO2 | i | 0.5 | 0% | -1% | -6% | -2.1% | 2% | -1.3 | 54 | 4% | 1% |
| CCS(=O)(=O)C1=NN2C(=N)/C(=C\c3ccc(OC(=O)c4ccco4)cc3)C(=O)N=C2S1 | i | 3.5 | -2% | 1% | 0% | 39% | -3% | 0.8 | 63 | -15% | · |
| Cc1nnc(N/N=C/c2cccc(C(F)(F)F)c2)n1N | i | 0.4 | 1% | 11% | -7% | 1.1% | -13% | -0.2 | 88 | 7% | -2% |
| CN(C(=O)c1ccc2c(c1)OCCO2)c1c(N)n(Cc2ccccc2)c(=O)[nH]c1=O | i | 0.4 | · | · | · | · | · | -0.9 | 77 | -2% | 2% |
| O=C(CN(CC1CCCO1)C(=O)CNS(=O)(=O)c1ccccc1)NCc1ccccc1 (configuration not stated) | i | 1.0 | 1% | 12% | -6% | 2.7% | -5% | -0.3 | 40 | -14% | 0% |
| COc1ccc(C(=O)N(Cc2ccccc2)c2cccc(C)c2)c(OC)c1OC | i | 2.9 | 14% | 2% | -10% | -0.1% | -8% | 2.1 | 60 | -2% | 8% |
| Cc1ccc(CSc2ccc3nnc(-c4ccccn4)n3n2)cc1 | i | 0.1 | -6% | -5% | -6% | -1.3% | -4% | 4.1 | 66 | 0% | -1% |
| O=C(c1cc(-c2ccc(Cl)c(Cl)c2)on1)N1CCCCC1 | i | 0.0 | -5% | 18% | -3% | -0.8% | -2% | 0.1 | 60 | 0% | 1% |
| Cn1c2ccccc2c(=O)c2c(=O)n(-c3ccccc3)c(C3CCCCC3)nc21 | i | 0.6 | -5% | 3% | -5% | -0.7% | -1% | 24 | 46 | -10% | 4% |
| Cc1nc(S/C(=C\c2ccc(-c3ccc(C(=O)O)c(Cl)c3)o2)C(=O)O)n[nH]1 | i | 0.7 | 75% | 7% | 1% | 37% | -34% | · | · | -5% | 36% |
| COc1ccc(NC2CCCN(C(=O)CCOc3ccccc3)C2)cc1 (configuration not stated) | i | 0.3 | -6% | 6% | -11% | 0.9% | -11% | 0.1 | 62 | 1% | ? |
| O=C(CNC1C(=O)Nc2ccccc21)Sc1ccccc1 (configuration not stated) | i | 0.6 | -3% | -21% | 2% | 0.7% | -13% | 0.8 | 78 | 8% | 6% |
| COc1ccccc1NC(=O)N1CCCC1C(=O)NCc1cccs1 (configuration not stated) | i | 0.6 | -1% | -6% | -8% | 0.8% | 4% | -0.3 | 49 | 4% | 5% |
| CCCCOC(=O)c1ccc(OC(=O)N2CCOCC2)cc1 | i | 2.5 | 9% | 12% | -13% | 1.5% | 8% | 3.0 | 60 | -8% | 15% |
| CCOC(=O)C1CCCN(c2nc3ccccc3nc2C(C#N)C(=O)OCC)C1 (configuration not stated) | i | 0.5 | -1% | 1% | -4% | 3.6% | 4% | 9.1 | 49 | -101% | 6% |
| CCS(=O)(=O)c1nc(S(=O)(=O)c2ccc(Cl)cc2)c(N2CCC3(CC2)OCCO3)s1 | i | 2.9 | 6% | 1% | -2% | -0.4% | 13% | -0.6 | 57 | -4% | 7% |
| Nc1nnc(CC(=O)N/N=C/c2cccc([N+](=O)[O-])c2)s1 | i | 1.0 | 0% | 17% | -4% | -1.3% | -5% | 0.0 | 50 | 2% | -4% |
| Cc1nnc(SCC2CCCO2)n1-c1ccccc1 (configuration not stated) | i | 7.1 | -3% | -6% | -1% | -2.6% | 8% | 1.0 | 78 | -3% | 11% |
| CC1=NN(C(C#N)c2ccccc2O)C(C)(C)C1 (configuration not stated) | i | 0.3 | -6% | -7% | 0% | 1.0% | 11% | 1.7 | 54 | -8% | -1% |
| O=C(NCC1(c2ccccc2)CCCC1)c1ccccc1Br | i | 1.2 | 10% | -6% | -6% | 2.3% | -6% | -0.6 | 95 | 1% | 4% |
| COc1ccc(NC(=O)c2ccc(CNc3c(NC4CCCCC4)c(=O)c3=O)cc2)c(OC)c1 | i | 0.3&3.8 | 0% | -6% | -3% | -2.7% | 18% | -1.2 | 86 | 9% | 14%&10% |
| Clc1ccccc1Oc1cnc2ccccc2n1 | i | 2.7 | 2% | 4% | -7% | -0.5% | 4% | 0.8 | 93 | 8% | -3% |
| CCOC(=O)COc1cc(Br)c(C2NC(=O)NC(C)=C2C(C)=O)cc1OCC (configuration not stated) | i | 5.0 | -5% | 10% | -2% | -3.5% | -8% | 3.9 | 65 | -23% | 6% |
| COCCNS(=O)(=O)c1cc(C)c(C)cc1C | i | 1.1 | 1% | 4% | -5% | -1.8% | 0% | 2.2 | 37 | 0% | -7% |
| CC1CCN(C(=O)CSc2nnc(-c3ccccc3F)o2)CC1 | i | 1.0 | 12% | 7% | -5% | -0.3% | 1% | 1.9 | 38 | 0% | 5% |
| Cc1ccccc1Cn1cc(NS(=O)(=O)c2cn(C)nc2C)cn1 | i | 1.2 | 0% | 9% | -9% | 0.0% | 0% | 1.3 | 66 | -6% | 4% |
| CCn1c(=O)c(C(=O)CN2CCN(S(=O)(=O)c3cc(C)ccc3C)CC2)c(N)n(Cc2ccccc2)c1=O | i | 0.6 | -2% | 6% | -3% | 1.5% | -5% | 6.5 | 46 | 14% | 3% |
| NC(=O)C[C@@H]1N[C@]2(C(=O)Nc3ccccc32)[C@@H]2C(=O)N(c3cc(C(F)(F)F)ccc3Cl)C(=O)[C@H]12 | i | 1.9 | 0% | 18% | -7% | -3.0% | 12% | 2.2 | 69 | -3% | 6% |
| COCCCNC(=O)Cn1cc(C(C)=O)c2ccccc21 | i | 0.8 | 2% | 12% | -3% | 0.8% | -8% | 1.4 | 80 | 5% | 11% |
| Nc1c(Cl)ncnc1N1CCCC1 | i | 0.5 | 3% | 12% | -7% | -0.3% | 16% | 1.5 | 46 | 3% | 3% |
| Cc1cc(C)cc(NC(=O)c2sc3nc(C)cc(C)c3c2N)c1 | i | 0.9 | -4% | -8% | -7% | 1.4% | 3% | 3.2 | 68 | 4% | 4% |
| Cc1c(NC(=O)c2cc(-c3cccs3)nc3ccccc23)c(=O)n(-c2ccccc2)n1C | i | 0.7 | 5% | 7% | 7% | 0.6% | 2% | 1.0 | 81 | 10% | 16% |
| COc1ccc(OC)c(NC(=O)NC2CCCCCCC2)c1 | i | 0.7 | -4% | -10% | -6% | -1.3% | -9% | 0.7 | 60 | -3% | 8% |
| COc1ccc2cc(C(=O)C3CCCN(C(=O)c4snnc4C)C3)ccc2c1 (configuration not stated) | i | 0.3 | 4% | 9% | -9% | -0.2% | 1% | 1.7 | 58 | -10% | 14% |
| O=C1c2ccccc2S(=O)(=O)N1CC(O)COc1ccc(Cl)cc1 (configuration not stated) | i | 0.7 | -1% | 1% | -4% | 1.1% | 5% | 0.1 | 73 | 6% | 2% |
| COc1ccc(N(C)C(=O)c2cn(CC(C)C)c(=O)c3cc(OC)c(OC)cc23)c(OC)c1 | i | 0.4 | 0% | 1% | -4% | 0.2% | 5% | -0.1 | 52 | 0% | 1% |
| CNC(=O)c1c(NC(=O)CS(=O)(=O)c2ccc(Cl)cc2)sc(C)c1C | i | 0.3 | · | · | · | · | · | 0.7 | 51 | 2% | 8% |
| CC(C)CNS(=O)(=O)c1ccc(CCC(=O)NCc2ccco2)cc1 | i | 0.4 | -5% | 2% | -5% | 5.7% | -16% | 2.7 | 69 | 12% | 8% |
| FC(F)(F)c1nnc2ccc(N3CCOCC3)nn12 | i | 1.0 | -1% | -6% | -5% | -1.5% | 8% | -2.7 | 78 | -1% | -3% |
| CN(C)c1ccc(O)c2c1CC1CC3C(N(C)C)C(=O)C(C(N)=O)=C(O)[C@@]3(O)C(=O)C1=C2O (some centres not stated) | i | 2.2 | · | · | · | · | · | 1.8 | 61 | 9.3µM* | 10% |
| Cc1c(C(=O)NN)nc2ccccn12 | i | 0.1 | -1% | 0% | 3% | -1.9% | -1% | -2.8 | 80 | 7% | 1% |
| COc1ccccc1NC(=O)CN(c1ccc(C23CC4CC(CC(C4)C2)C3)cc1)S(C)(=O)=O | i | 1.6 | -1% | 10% | -1% | -2.5% | -18% | 13 | 70 | -7% | -2% |
| CN(C)c1ccc(/C=C/c2cc[n+]([O-])cc2)cc1 | · | · | -1% | 5% | -4% | -1.8% | 4% | 0.8 | 51 | -33% | · |

Assay outcomes as filed in PubChem.

No enrichment for hits (roughly 2.4% active in at least one column).
